Mdm2-MdmX inh: inhibitors of human Mdm2/MdmX interaction. SaOS-2 split-luciferase Mdm2/MdmX complementation, luminescence. actives 3% (n = 330,000). inhibition, % at 8 µM. AID 485346;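 active = inhibition of at least 50% at 8 µM in the primary screen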
Target sequence (O15151 whole entry, looked up): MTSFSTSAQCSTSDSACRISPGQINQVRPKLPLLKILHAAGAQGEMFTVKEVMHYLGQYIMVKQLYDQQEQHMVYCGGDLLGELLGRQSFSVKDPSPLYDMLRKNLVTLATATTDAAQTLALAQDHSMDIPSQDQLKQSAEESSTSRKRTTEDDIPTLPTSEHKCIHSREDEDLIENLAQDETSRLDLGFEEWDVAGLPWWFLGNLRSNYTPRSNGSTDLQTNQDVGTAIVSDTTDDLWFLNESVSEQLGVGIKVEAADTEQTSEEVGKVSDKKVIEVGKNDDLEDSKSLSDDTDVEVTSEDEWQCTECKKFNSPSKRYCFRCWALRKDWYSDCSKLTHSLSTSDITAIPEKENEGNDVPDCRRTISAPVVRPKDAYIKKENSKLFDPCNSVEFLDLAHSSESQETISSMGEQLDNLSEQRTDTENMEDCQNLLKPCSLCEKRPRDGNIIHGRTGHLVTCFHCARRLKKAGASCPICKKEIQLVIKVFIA
Target sequence (Q00987 whole entry, looked up): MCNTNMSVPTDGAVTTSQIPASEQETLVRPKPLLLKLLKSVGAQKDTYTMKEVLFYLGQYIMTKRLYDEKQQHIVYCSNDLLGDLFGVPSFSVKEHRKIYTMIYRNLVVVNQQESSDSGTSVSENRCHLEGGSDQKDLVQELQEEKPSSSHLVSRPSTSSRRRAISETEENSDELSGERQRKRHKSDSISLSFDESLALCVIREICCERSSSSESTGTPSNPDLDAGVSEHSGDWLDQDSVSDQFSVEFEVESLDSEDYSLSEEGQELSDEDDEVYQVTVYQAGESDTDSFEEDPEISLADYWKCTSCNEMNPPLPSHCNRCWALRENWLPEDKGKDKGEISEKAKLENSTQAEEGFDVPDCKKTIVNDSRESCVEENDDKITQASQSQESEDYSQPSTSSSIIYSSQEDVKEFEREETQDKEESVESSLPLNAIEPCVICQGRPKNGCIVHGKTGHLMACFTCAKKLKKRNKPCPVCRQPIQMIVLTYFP
APJ ag: activates the human apelin receptor APJ; CHO-K1 APJ PathHunter beta-arrestin, luminescence; 0% DMSO wells, 100% apelin; activation, % at 20 µM; actives 0.11% (n = 330,000); AID 2520;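 active = activation more than six SD over the plate average, tested at 20 µM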;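 note: 0% = DMSO alone and 100% = apelin-13 at 10 nM; some results filed as inactive read as strong as hits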
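Test system: CHO-K1 APJ beta-arrestin complementation cell line. Amount: cell density 1000 per well. Controls: DMSO negative, 10 nM Apelin-13 positive. Signal: luminescent beta-gal fragment complementation, chemiluminescent substrate. Read-out basis: agonist-driven arrestin binding to APJ. Timing: compound stimulation 90 min at 25 °C, detection 60 min.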
CCR6 antag: antagonists of human CCR6 receptor | inhibition, % at 20 µM | CHO-K1 CCR6 PathHunter beta-arrestin, luminescence, CCL20-stimulated | actives 0.49% (n = 340,000);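 active = compounds whose inhibition of the agonist-driven luminescence signal at 20 µM reaches about 50%, limit read from the data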;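 note: cells stimulated with CCL20 at 14 nM final; plate controls were DMSO with CCL20 for no effect and DMSO without agonist for full effect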
UPR XBP1 act: adaptive UPR (XBP1) activation; actives 0.33% (n = 330,000); activation, % at 20 µM; CHO-XBP1 luciferase reporter, IRE1-XBP1 UPR activation, luminescence; percent of tunicamycin response, DMSO as zero;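 active = versus positive control, 20 µM dose yields 30% or more activation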;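 note: 100% = tunicamycin at 10 µg/mL and 0% = DMSO only wells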
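Material: CHO cell line with stable XBP1 luciferase reporter; schedule: 16-18 h cell attachment at 37 °C, then 6 h compound exposure; signal: glow luminescence from Steady-Glo reagent; medium: serum-containing F12 medium, 10% FBS; benchmarks: tunicamycin 10 µg/mL and vehicle-only wells; read-out: percent activation relative to tunicamycin reference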
EBI2 block: antagonists of human EBI2 receptor; P32249; EBI2 beta-arrestin recruitment, luminescence, 7a,25-OHC stimulated; inhibition, % at 5 µM; actives 0.81% (n = 360,000); AID 651636; in the data active = inhibition above about 38%;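 note: enzyme fragment complementation signal reports receptor beta-arrestin coupling in cells; 0% = agonist plus DMSO wells and 100% = wells without agonist; some results beyond the cut were filed as inactive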
tim23-1 inh: growth inhibitors of tim23-1 mutant yeast; inhibition, % at 20 µM; S. cerevisiae tim23-1 growth, BacTiter-Glo luminescence, 24 h; actives 1.3% (n = 330,000);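 active = growth inhibition of the mutant yeast at or above 50%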;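 note: temperature-sensitive mutant grown at 25 °C; plate controls were DMSO-treated mutant yeast for no effect and medium wells lacking yeast for full effect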
CHOP UPR activ: apoptotic UPR (CHOP) activation; CHO-CHOP luciferase reporter, luminescence; percent of tunicamycin response over DMSO baseline; activation, % at 10 µM; actives 0.34% (n = 330,000); AID 449763;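 active = at 10 µM dose, activation of 40% or more, normalized to positive control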;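 note: 100% = tunicamycin at 10 µg/mL and 0% = DMSO alone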
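System: CHO CHOP reporter cells. Amount: 500 cells per well. Buffer or medium: F12 medium, 10% FBS. Compound dosing: one dose, 10 µM in 0.5% DMSO. Incubation: 6 h compound exposure at 37 °C after overnight seeding. Technique: Steady-Glo luciferase luminescence. Benchmarks: tunicamycin and DMSO controls.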
APJ antagonist: APJ receptor antagonism; CHO-K1 APJ beta-arrestin complementation, luminescence; inhibition, % at 20 µM; actives 0.32% (n = 330,000); AID 2521;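 active = inhibition above about 40% at 20 µM, limit read from the data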;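 note: cells challenged with 10 nM apelin-13 agonist together with compound; plate controls were apelin-13 plus DMSO wells for no effect and DMSO wells lacking apelin-13 for full effect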
CXCR6 inh: CXCR6 (human) receptor inhibition; O00574; CHO-K1 PathHunter CXCR6 beta-arrestin, luminescence; inhibition, % at 20 µM; actives 0.36% (n = 360,000); in the data active = inhibition above about 34%, passing the limit was not always enough;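 note: antagonist mode with CXCL16 agonist at 10 nM final; 0% = 10 nM CXCL16 with DMSO and 100% = unstimulated wells without agonist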
* marks the source's active call; other numbers are inactive results; . = no result given. This is a subset; count on the stated rates, not on these rows.

structure,CHOP UPR activ,UPR XBP1 act,CXCR6 inh,EBI2 block,tim23-1 inh,Mdm2-MdmX inh,APJ ag,APJ antagonist,CCR6 antag
O=C(CCS(=O)(=O)c1ccccc1Cl)NC1CCCCCC1,4.0,0.3,-1.8,-5.7,0.5,-47.0,-4.0,-4.5,-9.6
CC1CCN(c2ccc(C(=O)NCc3ccco3)cc2[N+](=O)[O-])CC1,-0.8,0.9,0.8,5.1,34.3,3.4,-2.9,12.4,22.9
CCn1cc([N+](=O)[O-])nc1C,0.0,-1.8,9.7,-11.6,-1.2,3.3,-2.2,-10.7,-6.9
O=C(/C=C/c1ccccc1)/C=C/c1ccccc1,10.1,5.7,1.4,24.6,59.2*,95.4*,0.3,7.6,29.2
CN(C)c1nc(OCCOC(=O)COc2ccc(Cl)cc2Cl)nc(N(C)C)n1,-2.6,2.3,6.8,-4.0,22.9,-8.3,-2.5,10.2,9.0
CC1(C)CC(=O)c2cnc(NC3CC3)nc2C1,2.3,-1.3,8.8,1.6,15.3,-27.0,-0.7,4.1,2.1
O=C(c1cc2cc(Cl)ccc2oc1=O)N1CCCCCCC1,0.9,-3.8,-7.2,5.3,20.5,6.8,-0.2,8.8,2.7
Cc1cc(CN(C)Cc2ccc(OCC(O)CN(C)Cc3ccccc3)cc2)on1 (stereo not given),-0.3,-1.6,2.5,3.0,-2.4,11.2,-1.7,-3.9,9.6

Further structures:
structure,CHOP UPR activ,UPR XBP1 act,CXCR6 inh,EBI2 block,tim23-1 inh,Mdm2-MdmX inh,APJ ag,APJ antagonist,CCR6 antag
O=C(NCC(c1ccco1)N1CCN(c2ccccc2)CC1)OCc1ccccc1 (stereo not given),2.9,-0.3,-6.6,13.0,30.0,-17.9,-0.8,-13.5,10.9
CC(C)CCNC(=O)C(c1ccco1)N(CC1CCCO1)C(=O)Cn1nnc2ccccc21 (stereo not given),-2.4,3.7,0.0,-2.8,16.5,2.7,1.5,14.3,5.2
CCc1c(C)c(C#N)c2[nH]c3ccccc3n2c1=S,2.1,-0.6,-2.8,6.6,40.6,30.9,3.1,-6.3,3.9
C#CCOCCOCCOCCNc1nc(N2CCN(C(=O)Cn3cc(CCCN=C(N)N)nn3)CC2)nc(N2CCN(C(=O)[C@H]([C@@H](C)CC)n3cc(CCC(=O)O)nn3)CC2)n1,-1.2,-0.1,-3.0,-3.8,1.4,-7.4,-1.1,1.2,-10.8
CCOC(=O)CSC1=NC(=O)/C(=C\c2ccc(Cl)cc2)S1,30.4,1.5,0.0,18.4,71.2*,22.7,13.0,21.0,41.4
COCCNC(C(=O)Nc1cc(Cl)cc(Cl)c1)c1ccccc1 (stereo not given),0.1,-1.5,-2.9,-0.1,21.7,15.6,0.7,0.4,20.6
Fc1ccc(Cn2c(SCc3ccc(F)c(F)c3)nnc2C(F)(F)F)cc1,0.8,-0.2,0.4,16.7,10.1,16.3,-3.5,23.4,10.8
Cc1cccc(C(=O)N(CC(=O)Nc2sc(C)c(C)c2C(N)=O)C2CCCC2)c1,1.1,-1.4,-1.0,-11.2,18.8,11.0,3.0,6.1,13.0

Other records:
structure,CHOP UPR activ,UPR XBP1 act,CXCR6 inh,EBI2 block,tim23-1 inh,Mdm2-MdmX inh,APJ ag,APJ antagonist,CCR6 antag
COc1ccc(OC)c(NC(=O)C(=O)N/N=C(\C)CC(=O)Nc2ccc(Cl)cn2)c1,2.9,-1.2,4.8,8.7,4.2,25.5,-2.5,-13.1,29.2
CCOc1ccc(Cn2ccnc2CCl)cc1[N+](=O)[O-],-1.3,0.2,-11.6,-6.2,-4.1,13.9,-4.9,6.3,5.3
CCc1noc(C)c1C(=O)NNC(=O)COc1ccccc1C,-1.6,-1.4,1.2,3.2,-10.4,21.7,-2.8,3.2,-11.9
COc1cc2ccc(=O)oc2c(CC=C(C)C)c1OC,1.2,-1.7,-5.2,3.2,22.0,10.4,-4.6,-63.3,10.3
CCNC(=S)Nc1cccc(NC(=O)c2ccccc2O)c1,0.0,5.8,0.3,11.1,-4.7,6.9,2.8,5.4,-0.1
CC(C)Oc1cccc(C(=O)NC(=S)Nc2ccc(Cl)c(C(=O)O)c2)c1,-1.1,1.1,36.0,-2.9,14.4,31.2,-5.0,13.6,-2.1
CC1=C(C(=O)OCC2CCCO2)C(c2ccccc2)C2=C(CCCC2=O)N1 (stereo not given),0.1,1.6,4.4,3.2,12.1,15.2,-1.6,5.7,10.2
COc1ccc(C(=O)Nc2cccc(-c3nc4ncccc4o3)c2C)cc1OC,-0.6,-3.4,-7.4,-7.2,1.5,4.8,2.7,-4.6,2.7

(more compounds)
structure,CHOP UPR activ,UPR XBP1 act,CXCR6 inh,EBI2 block,tim23-1 inh,Mdm2-MdmX inh,APJ ag,APJ antagonist,CCR6 antag
Cc1cccc(COc2ncnc3nc[nH]c23)c1,6.2,1.8,-3.8,1.2,0.7,30.8,-1.8,-10.3,-2.4
Cc1ccccc1NC(=O)CCN1CCCCCC1,0.3,-1.6,-5.9,0.8,9.0,-5.3,-3.1,9.4,-7.3
O=C(CCCc1ccccc1)Nc1ccccc1[N+](=O)[O-],5.9,0.1,4.9,3.7,29.3,-40.4,-4.6,3.5,0.3
Cc1ccc(S(=O)(=O)NCCCCCC(=O)Nc2ccccc2C)cc1,0.1,0.1,-4.4,0.9,12.7,-16.8,-3.5,1.1,26.9
Cc1ccc(NC(=O)CCN2CCc3ccccc3C2)cc1,0.2,1.4,1.6,4.0,27.3,-11.8,-3.1,25.4,10.1
O=C(Nc1cccc2ccccc12)N1CCc2ccccc2C1,0.2,0.1,-5.0,-15.7,14.8,8.2,-3.4,0.8,-14.0
C/C(CC(=O)Nc1cc(C)ccn1)=N\NC(=O)c1ccncc1,-1.3,3.1,-0.5,0.7,-4.3,-3.8,-0.9,-18.3,8.2
CN(C(=O)C1CCCCC1)C1CCS(=O)(=O)C1 (stereo not given),0.6,-1.7,4.7,-0.6,-4.9,10.1,-0.8,-64.7,-1.5

Further structures
structure,CHOP UPR activ,UPR XBP1 act,CXCR6 inh,EBI2 block,tim23-1 inh,Mdm2-MdmX inh,APJ ag,APJ antagonist,CCR6 antag
O=C(c1ccco1)n1nc(-c2cccnc2)nc1NCc1ccco1,0.6,-0.1,6.5,-1.5,26.6,7.1,-0.2,-13.8,2.0
Cc1cnc(C(=O)OCC(=O)c2c(N)n(CC(C)C)c(=O)n(C)c2=O)cn1,-1.1,-2.4,6.5,7.2,6.8,7.6,-5.2,7.8,0.7
CCN(CC)S(=O)(=O)c1cccc(NC(=O)CSc2nnc(N)s2)c1,-0.4,-3.3,-5.6,-20.7,-4.8,13.9,-0.1,1.9,15.2
CCCCNC(=O)c1onc(CSc2nc3ccccc3[nH]2)c1C(=O)NCCCC,-0.9,-3.2,-0.8,-2.9,35.5,41.4,-1.5,-9.9,10.3
O=C(CC12CC3CC(CC(C3)C1)C2)NCC(c1ccc(F)cc1)N1CCOCC1 (stereo not given),-1.1,-2.4,11.3,-3.1,28.1,-0.7,-3.3,11.0,4.3
CNC(=O)c1csc(Cc2c(Cl)sc3ccc(Cl)cc23)n1,0.6,-4.2,-4.1,10.6,27.5,19.1,2.9,-14.0,7.3
Cc1nn2c(NCCN3CCOCC3)c3c(nc2c1-c1ccccc1)CCCC3,2.7,0.1,6.7,-34.7,30.7,31.9,-0.5,10.6,5.5
O=C(CCc1nnc(CCCCc2ccccc2)o1)N(CCO)Cc1ccccc1,4.4,-3.4,6.0,-6.4,-1.9,12.6,-2.0,-0.9,3.8

The list continues:
structure,CHOP UPR activ,UPR XBP1 act,CXCR6 inh,EBI2 block,tim23-1 inh,Mdm2-MdmX inh,APJ ag,APJ antagonist,CCR6 antag
CCCCN(Cc1ccccc1)C1CCN(Cc2ccccc2)CC1,2.2,-3.2,-0.4,8.5,-14.0,11.2,-4.5,25.0,-6.7
CC(C)C(C(=O)NCc1ccco1)N(Cc1ccco1)C(=O)CNS(=O)(=O)c1ccccc1 (stereo not given),2.1,2.2,-4.0,0.1,-43.0,-28.1,-1.8,25.0,13.5
Cc1cccc2c(C(=O)n3cccn3)cc(-c3ccccc3Cl)nc12,-0.9,-2.9,11.9,-4.5,-0.7,2.3,-2.7,-20.0,13.8
Cc1ccc(CC2CC(=O)N(c3nc(C)cc(C)n3)C2=O)cc1 (stereo not given),0.7,-0.4,-3.2,-4.1,12.2,14.5,0.5,11.6,9.6
CC1=C(C(=O)OCc2ccccc2)C(c2ccc3c(c2)OCO3)NC(=O)N1CCCC(=O)O (stereo not given),-1.5,-0.4,2.7,2.0,-12.4,-16.0,-2.9,1.4,-1.8
CCOc1ccccc1NC(=O)Nc1ccc2c(c1)CCC2,4.8,-1.8,-3.2,-5.4,24.6,-24.3,9.2,-25.3,7.3
COC(=O)c1ccc(CN2CCCC(CO)(Cc3ccccc3F)C2)cc1 (stereo not given),1.0,-1.1,2.3,7.9,18.6,-7.7,-1.6,8.3,15.6
CCN(CC)S(=O)(=O)c1cccc(C(=O)Nc2ccc(S(=O)(=O)NC3=NCCCCC3)cc2)c1,0.1,-2.3,12.2,-0.5,2.3,-9.1,6.8,18.3,6.1

Next entries
structure,CHOP UPR activ,UPR XBP1 act,CXCR6 inh,EBI2 block,tim23-1 inh,Mdm2-MdmX inh,APJ ag,APJ antagonist,CCR6 antag
Cc1ccsc1/C=N/NC(=O)C(N)=O,4.1,3.7,1.4,-5.8,-5.6,-9.8,0.1,1.7,-2.8
CC(C)=CCc1c(O)cc(O)c2c(=O)c3c(CC=C(C)C)c(O)ccc3oc12,1.0,18.5,.,.,34.0,93.8*,0.4,5.4,22.2
CCS(=O)(=O)Nc1cccc(C(=O)CC2(O)C(=O)Nc3ccccc32)c1 (stereo not given),0.6,-0.8,-8.6,-9.1,-4.8,2.9,0.5,15.9,-1.2
O=C(/C=C/c1ccccc1)N/C(=C/c1ccccc1)C(=O)NCCO,-0.3,-0.1,1.9,0.0,8.8,2.6,-4.1,-5.6,-1.5
CC1=C(C(=O)Nc2ccccc2)C(c2ccc(C(C)C)cc2)N2C(=O)CSC2=N1 (stereo not given),1.4,-3.1,0.6,11.5,13.9,-6.3,-6.8,16.3,5.5
CCC(NC(=O)COC(=O)C1CC2CCCC(C1)C2=O)c1ccc(Br)cc1 (stereo not given),-0.8,-2.7,1.4,-0.5,2.3,13.7,-3.0,5.4,3.0
CSc1nc2ccc(NC(=O)c3ccc(=O)[nH]c3)cc2s1,0.8,-0.3,-2.2,3.5,12.6,-5.1,0.8,12.8,2.7
COc1ccc(C(=O)C2CC2c2ccc3c(c2)OCO3)cc1 (stereo not given),0.8,-2.0,-0.2,-1.8,10.6,12.4,-2.8,13.8,10.8
CCC(C)[C@H]1COCCS(=O)(=O)N1Cc1ccccc1 (stereo not given in full),1.8,0.4,1.9,-4.8,10.7,-14.9,5.3,18.5,18.6
CC(C)COC(=O)c1ccc(NC(=O)C2C3C=CC(C3)C2C(=O)O)cc1 (stereo not given),4.4,0.8,-5.6,9.1,15.8,8.9,-3.6,11.9,4.3

Source: PubChem BioAssay
